High-throughput results from PubChem BioAssay.
M4 antag: antagonists of human muscarinic M4 receptor (CHRM4); P08173; CHO-hM4 cells, ACh EC80, Fluo-8 calcium fluorescence; inhibition, % at 3 µM; hit rate 0.73% among 360,000; AID 624125;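 active = inhibition above its plate's cutoff, the mean inhibition of sample wells plus 3 SD, cut at about 27% in these data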;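 also: 0% = acetylcholine EC80 with DMSO and 100% = DMSO without agonist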
Target sequence (P08173 whole entry, looked up): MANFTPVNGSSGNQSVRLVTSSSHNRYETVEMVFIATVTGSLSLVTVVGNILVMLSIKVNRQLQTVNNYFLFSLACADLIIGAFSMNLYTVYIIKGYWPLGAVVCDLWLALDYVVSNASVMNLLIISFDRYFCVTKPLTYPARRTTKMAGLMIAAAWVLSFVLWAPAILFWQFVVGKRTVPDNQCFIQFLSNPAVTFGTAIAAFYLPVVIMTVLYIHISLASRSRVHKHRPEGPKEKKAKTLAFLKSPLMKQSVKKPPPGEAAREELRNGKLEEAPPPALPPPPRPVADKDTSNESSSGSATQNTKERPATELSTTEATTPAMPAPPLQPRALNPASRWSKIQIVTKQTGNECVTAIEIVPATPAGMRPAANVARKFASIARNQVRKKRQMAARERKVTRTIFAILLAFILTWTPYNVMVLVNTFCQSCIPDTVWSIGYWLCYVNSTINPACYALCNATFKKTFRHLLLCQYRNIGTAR
M1 ag: human M1 muscarinic receptor agonism | P11229 | activation, % at 3 µM | CHO-K1 hM1, Fluo-8 calcium fluorescence, agonist mode; 0% DMSO, 100% acetylcholine EC100 | AID 588814 | hit rate 0.33% among 360,000;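 active = activation above the run's mean compound activation plus 3 SD, cut at about 16% in these data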;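 also: peak over basal fluorescence ratio within a 140 s kinetic read after compound addition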
Target sequence (P11229 whole entry, looked up): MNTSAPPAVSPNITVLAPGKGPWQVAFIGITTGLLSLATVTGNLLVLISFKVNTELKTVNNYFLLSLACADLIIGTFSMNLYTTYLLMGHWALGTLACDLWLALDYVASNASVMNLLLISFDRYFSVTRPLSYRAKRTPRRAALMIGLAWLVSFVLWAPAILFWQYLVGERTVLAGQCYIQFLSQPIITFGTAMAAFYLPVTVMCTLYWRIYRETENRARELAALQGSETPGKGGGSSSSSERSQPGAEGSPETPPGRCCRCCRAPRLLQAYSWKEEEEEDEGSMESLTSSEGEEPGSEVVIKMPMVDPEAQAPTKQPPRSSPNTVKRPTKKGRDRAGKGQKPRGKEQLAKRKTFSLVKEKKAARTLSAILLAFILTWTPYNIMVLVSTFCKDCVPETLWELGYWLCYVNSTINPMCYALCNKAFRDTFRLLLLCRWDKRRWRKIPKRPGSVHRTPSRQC
M4 ag: agonists of human muscarinic M4 receptor (CHRM4); P08173; CHO-K1 hM4/Gqi5, Fluo-8 calcium fluorescence; vehicle 0%, full acetylcholine response 100%; hit rate 0.14% among 360,000; AID 624127; activation, % at 3 µM;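 active = activation above the run mean over all test wells plus 3 SD, cut at about 32% in these data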;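 also: peak over basal fluorescence ratio per well then scaled between controls; 0% = DMSO wells and 100% = acetylcholine at EC100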
CHO-K1 Ca ag: counter-screen for M1 agonists: effect in parental CHO-K1 cells; hit rate 0.48% among 360,000; Fluo-8 calcium fluorescence; scaled to maximal ATP response, vehicle zero; activation, % at 3 µM; in the data active = activation above about 15%;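 also: untransfected CHO-K1 host cells lacking M1 receptor as counterscreen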
OXTR potentiator: human OXTR potentiation | P30559 | CHO-OTR cells, Fluo-8 calcium fluorescence, potentiator mode; 0% = oxytocin EC15, 100% = EC100 | activation, % at 3 µM | hit rate 0.061% among 320,000 | AID 2445;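 active = activation above that plate's cutoff, the mean activation of tested compounds plus 3 SD, cut at about 6.6% in these data, passing the limit was not always enough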;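 also: 100% uses oxytocin at 75 nM as the full agonist control; some results filed as inactive read as strong as hits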
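Replication – single well per compound, singlicate · Assay system – CHO cell line stably expressing human OTR · Timing – 6 min pre-incubation, 100 s read · Measure – normalized max/min fluorescence ratio, % activation · Doses – 3.0 µM, one dose · Detection – Fluo-8 calcium dye fluorescence · Probe or stimulus – oxytocin near EC15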
CHO-K1 Ca antag: counter-screen for M1 antagonists: effect in parental CHO-K1 cells. ATP-induced calcium, Fluo-8 fluorescence. inhibition, % at 3 µM. hit rate 0.6% among 360,000. AID 602250;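 active = inhibition above a per-plate cutoff, the plate's mean sample inhibition plus 3 SD, cut at about 24% in these data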;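 also: 0% = DMSO plus EC80 ATP and 100% = DMSO alone without ATP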
M1 PAM: positive allosteric modulators of human M1 muscarinic receptor. P11229. CHO-K1 hM1, Fluo-8 calcium fluorescence, ACh EC20; 0% = ACh EC20, 100% = maximal ACh. activation, % at 3 µM. hit rate 0.088% among 360,000; in the data active = activation above about 19%, passing the limit was not always enough
CHO parental Ca: counter-screen for OX1R antagonists: effect in parental CHO cells. parental CHO-K1, ATP-induced calcium, Fluo-8 fluorescence. inhibition, % at 5.6 µM. hit rate 0.63% among 330,000;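 active = inhibition above that plate's mean sample inhibition plus 3 SD, cut at about 26% in these data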;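 also: 0% = ATP-challenged DMSO wells and 100% = DMSO wells without ATP; some compounds past the cut are filed as inactive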
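Assay system: untransfected parental CHO cell line. Also added: ATP agonist challenge. Dosing: one dose, 5.6 µM nominal. Measured by: Fluo-8 fluorescence. Read-out: % inhibition. Benchmarks: ATP wells versus no-ATP DMSO wells. Repeats: no replicates.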
CHRM1 antagonist: blocks human M1 muscarinic receptor. P11229. CHO-K1 hM1, Fluo-8 calcium fluorescence, ACh EC80 antagonist. inhibition, % at 3 µM. hit rate 1.3% among 360,000. AID 588852;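 active = percent inhibition above its own plate's cutoff, namely the mean of that plate's compound wells plus 3 SD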;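 also: peak over basal fluorescence ratio during 140 s after agonist addition; 0% = ACh EC80 plus DMSO and 100% = DMSO alone without agonist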
Starred values were filed as active, the others as inactive; / = no result given. Compounds were not picked by outcome; any-hit rate near 2.9%.

smiles	M1 ag	M4 ag	CHO-K1 Ca ag	CHO-K1 Ca antag	M4 antag	CHO parental Ca	M1 PAM	OXTR potentiator	CHRM1 antagonist
CC1(C)CC(=O)C(N=Nc2ccc(S(=O)(=O)N3CCOCC3)cc2)=C(O)C1	-3	1	0.3	-4	16	-10	7	-7	-5
COc1ccc(-c2csc3ncnc(N4CCN(c5ccccc5OC)CC4)c23)cc1	-5	13	3.8	-9	7	-16	-11	-8	19
CCOC(=O)N1CCC(NC(=O)c2cc(S(=O)(=O)NCCc3ccccc3)ccc2F)CC1	-8	4	2.7	-9	1	-19	1	-5	-9
CN(C)S(=O)(=O)n1cnc(C(CCO)c2ncn(S(=O)(=O)N(C)C)c2CCCO)c1 (stereo not given)	-2	1	0.1	-2	10	-2	11	-4	-8
CCCc1[nH]nc2c1C1(C(=O)N(C(C)C)c3ccccc31)C(C#N)=C(N)O2 (stereo not given)	-5	2	1.5	-31	-2	-8	8	-3	-16
O=C(Nc1ccc(O)c2c(=O)cc(-c3ccccc3Cl)oc12)c1cccs1	-3	0	0.9	-2	-1	-19	1	-8	-5
Cc1ccc(C(=O)Nc2sc(C(=O)N(C)C)c(C)c2C#N)cc1	-7	1	2.5	2	5	-14	-5	-5	-1
Cc1ccc(N2C(=O)CSC2c2cccnc2)c(Cl)c1 (stereo not given)	-7	0	0.6	-1	-2	-17	5	-3	-2
CC(=O)c1c(C)nc2sc3c(=N)n(N)cnc3c2c1-c1ccc(Cl)cc1	-11	-1	0.4	-3	-8	-20	-11	0	-1
COC(=O)/C(=C/Nc1ccccc1)[N+](=O)[O-]	0	1	-0.3	4	-6	0	4	1	-2
CCn1nc(NC(=O)CC(C)C)c2cc3ccc(C)cc3nc21	-6	2	0.2	-10	-15	-18	3	-10	-6
CCc1ccc(C2CC(=O)N(c3ccc(F)cc3)C3=C2C(=O)OC3)cc1 (stereo not given)	-7	1	-0.2	-12	7	-20	-4	-12	-2
CCOC(=O)c1cnc2cc(C)nn2c1-c1ccccc1	-3	2	0.6	-9	-6	-13	8	-8	-7
CCOC(=O)c1ccccc1NC(=S)N1CCN(C2CCCCC2)CC1	-6	0	0.1	18	-5	-4	6	2	-12
COc1ccccc1NS(=O)(=O)c1cc(NC(=O)c2cc[n+]([O-])cc2)ccc1N1CCCC1	-5	2	0.2	1	4	-13	-7	0	4
COc1cccc(CNC(=O)COC(=O)c2c(NC(C)=O)sc(C)c2C)c1	-1	0	0.3	-8	-5	-12	8	-3	-12
CC(C)CN(C(=O)COC(=O)c1cnccn1)c1c(N)n(Cc2ccccc2)c(=O)[nH]c1=O	0	0	0.6	1	-3	3	6	-11	-6
Cc1cccc(NC(=O)CN(CC2CCCO2)C(=O)c2cc3ccccc3o2)c1C (stereo not given)	-2	12	1.8	-1	-8	/	4	/	-3
COc1ccc2[nH]c(=O)c(CN(C(=O)C3CCCO3)c3ccc(C)c(C)c3)cc2c1 (stereo not given)	0	2	3.2	-15	-4	4	0	-11	-13
O=C(COC(=O)c1ccc(S(=O)(=O)Nc2ccccc2)cc1)NCCC1=CCCCC1	-5	6	5.0	0	8	0	-5	-7	7
CC(NC(=O)c1ccccc1SCC(=O)N1CCCC1)c1ccccc1 (stereo not given)	-3	2	1.7	-3	-12	-16	14	-8	-17
CCN(CC(=O)NC1CCS(=O)(=O)C1)C(=O)c1cc(OC)c(OC)c(OC)c1 (stereo not given)	-4	1	4.1	-4	-1	4	7	-6	-4
CCCCC(CC)c1nnc(NC(=O)c2cccs2)s1 (stereo not given)	-5	8	1.7	-12	-14	/	9	/	-3
COC(=O)CSc1nc(C)c(C(C)=O)cc1C#N	-6	0	0.3	5	-12	-4	7	1	-18
N=C1/C(=C\c2ccc(-c3cccc(C(=O)O)c3)o2)C(=O)N=C2SC=C(c3ccccc3)N12	0	6	3.9	8	11	1	-5	-3	13
CCn1c(SCC(=O)N2CC(C)OC(C)C2)nc2c([nH]c3ccccc32)c1=O (stereo not given)	-1	1	0.7	-9	-4	-4	8	-9	-9
COc1ccc(OC)c(NC(=O)COC(=O)c2ccc(S(=O)(=O)N3CCOCC3)cc2)c1	-2	5	3.5	-3	0	-21	8	-6	-9
COc1cc(NC(=O)c2cccs2)c(OC)cc1NC(=O)c1cccs1	1	5	1.2	5	-2	-20	12	-6	-10
O=C(c1ccncc1)c1ccc(Br)cc1	-3	0	-0.1	-6	9	1	11	-7	-9
COC(=O)C1CCN(C(=O)COC(=O)c2n[nH]c3ccccc23)CC1	-1	2	0.2	8	7	-4	9	-2	-8
CCOc1ccc(CCNC(=O)COC(=O)CNS(=O)(=O)c2ccc(NC(C)=O)cc2)cc1OCC	-2	0	0.5	-12	-6	-18	14	-5	-16
CCn1cc([N+](=O)[O-])c(C(=O)N2CCOCC2)n1	-4	0	0.7	-6	-7	1	10	1	-9
Cc1ccc(NC(=O)CNc2cccc(S(=O)(=O)N3CCCCC3)c2)cc1F	0	12	12	21	-12	-11	-3	-13	6
CC(=O)N1CCC(C(=O)c2ccc(Cl)cc2)CC1	-5	1	0.1	-13	7	4	5	-9	-25
CC(C)(C)NC(=O)Cn1cc(C#N)c2cc(Br)ccc21	2	2	2.7	-3	-5	-12	8	-9	-4
CC(Sc1nc(-c2ccco2)nc2c1c(=O)n(C)c(=O)n2C)C(=O)O (stereo not given)	-3	0	0.7	-15	9	1	-1	0	4
Cc1ccc(CNC(=O)c2ccc(N3CCC4(CC3)CC(c3cccc(Br)c3)=NO4)c(NC(=O)c3ccc(Br)cc3)c2)cc1	-5	0	0.3	-8	1	-14	4	-2	-1
CCN(CC)CCCNC(=S)N1CCN(c2nc(-c3ccccc3)cs2)CC1	-9	17	2.8	0	-4	-11	-7	-1	10
CCOC(=O)C1CCN(C(=O)CCc2nc3sc4c(c3c(=O)[nH]2)CCCC4)CC1	-5	3	0.7	-1	-4	-12	8	-3	-13
CCN(CC)S(=O)(=O)c1ccc(N2CCCC2)c(NC(=O)Cc2ccc(OC)cc2)c1	-6	1	0.3	-14	0	-4	3	-4	-1
CC1=C(C)CC2(SC1)C(=O)N(c1ccccc1)N=C2N (stereo not given)	-5	2	0.5	-19	-6	5	2	-20	-3
COC(=O)C1CCN(CCCOc2ccc(CN3CCN(c4ccc([N+](=O)[O-])cc4)CC3)cc2)CC1	-8	9	6.3	3	0	1	-18	-24	25
CC(=O)N(/N=C1\Sc2ccccc2C1=O)c1cccc(C)c1	-4	2	3.4	-17	6	2	-17	2	16
NC(=O)CS(=O)(=O)c1nc2ccccc2n1Cc1ccccn1	-5	1	0.1	-16	2	-6	9	2	-14
Cn1c(CCC(=O)OCC(=O)Nc2ccc(Oc3ccccc3)cc2)nc(=O)c2ccccc21	-11	1	0.6	0	-1	-20	-29	-8	37*

Look-ups from the entries so far:
CC(C)(C)NC(=O)Cn1cc(C#N)c2cc(Br)ccc21 in M4 antag is listed with -5
CCn1cc([N+](=O)[O-])c(C(=O)N2CCOCC2)n1 in CHO-K1 Ca antag is listed with -6

New compounds follow
smiles	M1 ag	M4 ag	CHO-K1 Ca ag	CHO-K1 Ca antag	M4 antag	CHO parental Ca	M1 PAM	OXTR potentiator	CHRM1 antagonist
C=CCn1c(CSc2nc3ccccc3s2)nnc1SCC(=O)OCC	-1	2	7.8	-1	8	-9	5	-1	-4
O=C(COC(=O)c1cccc([N+](=O)[O-])c1)NCC1CCCO1 (stereo not given)	-5	1	0.2	-6	-3	-7	11	-1	-6
CCNC(=O)CN(c1ccc(Oc2ccccc2)cc1)S(=O)(=O)c1ccccc1	5	3	0.1	-1	6	-2	2	-13	-1
O=C(N/N=C/c1ccc(-c2cccc(C(F)(F)F)c2)o1)c1ccccc1O	7	1	0.1	-9	-4	-6	8	-10	-10
CCOc1ccc(Cl)cc1/C=N/O	-4	0	-0.4	-16	-2	-18	13	-7	-14
CCN(CC)C(=O)C1=C(C)N(CCC2=CCCCC2)C(=O)C(CC(=O)NCc2ccco2)C1 (stereo not given)	-7	-1	-0.1	-14	-5	/	1	/	-7
O=C(COc1cccnc1[N+](=O)[O-])NCc1ccc2c(c1)OCO2	-5	0	0.7	-16	7	0	5	-4	-28
O=S(=O)(/N=C(/Nc1nc2ccccc2s1)c1ccccc1)c1ccccc1	0	4	1.0	-4	17	-16	9	-5	-8
CCOC(=O)C1=C(N)Oc2cc(O)ccc2C1c1ccc(F)cc1F (stereo not given)	-1	1	4.0	-7	17	-5	4	-6	-5
CC(=O)N(/N=C1\Sc2ccccc2C1=O)c1ccc(C)cc1C	-5	-1	0.2	4	2	-9	-8	-15	7
COC/C=C/C1=CC2=CC(=O)C(C)(OC(=O)c3cnc4ccccc4n3)C(=O)C2=CN1CCCOC(C)C (stereo not given)	-2	0	-0.5	7	3	-16	3	1	8
Cc1cccc2c1N(C)C(=O)C2=O	-5	1	14	-4	1	-7	14	-3	-5
CN(C(=O)c1ccccc1C(=O)OCC(=O)Nc1ccc(OC(F)F)cc1)c1ccccc1	-1	4	1.3	-2	-12	-30	-1	-10	-3
COc1ccc([N+](=O)[O-])cc1NC(=O)C1CCCCC1C(=O)O (stereo not given)	-2	-1	-0.1	6	4	7	0	0	6
Cc1ccc(/C=C(\C#N)C(=O)Nc2cccc(C)n2)cc1	-2	1	1.8	-15	-12	-9	14	-6	-28

Some of these compounds in order of the M1 ag value, rising:
smiles	M1 ag	M4 ag	M4 antag	M1 PAM	CHRM1 antagonist
CCOc1ccc(Cl)cc1/C=N/O	-4	0	-2	13	-14
COC/C=C/C1=CC2=CC(=O)C(C)(OC(=O)c3cnc4ccccc4n3)C(=O)C2=CN1CCCOC(C)C (stereo not given)	-2	0	3	3	8
CCOC(=O)C1=C(N)Oc2cc(O)ccc2C1c1ccc(F)cc1F (stereo not given)	-1	1	17	4	-5

Continued:
smiles	M1 ag	M4 ag	CHO-K1 Ca ag	CHO-K1 Ca antag	M4 antag	CHO parental Ca	M1 PAM	OXTR potentiator	CHRM1 antagonist
O=c1cc(C23CC4CC(CC(C4)C2)C3)[nH][nH]1	5	0	9.8	3	7	-7	10	-9	-3
CN1/C(=C\C=C(/C#N)C(=O)Nc2ccccc2F)C(C)(C)c2ccccc21	-5	2	2.8	8	-1	0	2	-14	6
N#Cc1c(N)nc(SCC(=O)NCCc2ccccc2)c(C#N)c1-c1cccs1	-3	1	0.2	-13	2	-14	-3	-5	1
COC(=O)c1sccc1NC(=S)N1CCN(c2ccccc2)CC1	-5	0	0.5	-11	0	-11	7	-7	-11
CCC1(C)Cc2sc3c(=O)[nH]c(=S)[nH]c3c2CO1 (stereo not given)	-4	1	0.2	-10	4	-7	0	-6	3
Cc1ccc(NC(=O)c2cc3ccccc3o2)cc1Cl	-7	-1	-0.2	-5	-8	/	15	/	-23
CCCn1c(=O)c2ccccc2n2c(SCCNCCO)nnc12	-8	0	-0.3	-7	-2	-3	-1	-4	6
Cc1ccc(O)c(C(=O)c2cnn(-c3ccccc3)c2)c1	-4	1	0.2	1	-11	-22	-7	-8	-6
